NCOA3 inh: inhibits human SRC3 coactivator; HEK293 GAL4-SRC3 luciferase reporter, luminescence; 360,000 compounds, 0.17% hits; Q9Y6Q9; inhibition, % at 3.6 µM; AID 588352;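 active = inhibition above a per-campaign cutoff, the mean of all compounds plus 3 SD, cut at about 60% in these data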;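 note: 0% = DMSO-treated cells and 100% = gossypol-treated cells at 36 µM; higher means less SRC3-driven luciferase light from the GAL4 reporter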
SRC2 inh: inhibits human steroid receptor coactivator 2. HEK293 GAL4-SRC2 luciferase reporter, luminescence. AID 651957. 370,000 compounds, 0.17% hits. inhibition, % at 9 µM;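 active = inhibition above the mean inhibition of all tested compounds plus 3 SD, set per campaign, cut at about 52% in these data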;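 note: 0% = DMSO treated cells and 100% = cells given Gossypol at 36 µM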
Target sequence (Q15596 whole entry, looked up, the tested form may be a part): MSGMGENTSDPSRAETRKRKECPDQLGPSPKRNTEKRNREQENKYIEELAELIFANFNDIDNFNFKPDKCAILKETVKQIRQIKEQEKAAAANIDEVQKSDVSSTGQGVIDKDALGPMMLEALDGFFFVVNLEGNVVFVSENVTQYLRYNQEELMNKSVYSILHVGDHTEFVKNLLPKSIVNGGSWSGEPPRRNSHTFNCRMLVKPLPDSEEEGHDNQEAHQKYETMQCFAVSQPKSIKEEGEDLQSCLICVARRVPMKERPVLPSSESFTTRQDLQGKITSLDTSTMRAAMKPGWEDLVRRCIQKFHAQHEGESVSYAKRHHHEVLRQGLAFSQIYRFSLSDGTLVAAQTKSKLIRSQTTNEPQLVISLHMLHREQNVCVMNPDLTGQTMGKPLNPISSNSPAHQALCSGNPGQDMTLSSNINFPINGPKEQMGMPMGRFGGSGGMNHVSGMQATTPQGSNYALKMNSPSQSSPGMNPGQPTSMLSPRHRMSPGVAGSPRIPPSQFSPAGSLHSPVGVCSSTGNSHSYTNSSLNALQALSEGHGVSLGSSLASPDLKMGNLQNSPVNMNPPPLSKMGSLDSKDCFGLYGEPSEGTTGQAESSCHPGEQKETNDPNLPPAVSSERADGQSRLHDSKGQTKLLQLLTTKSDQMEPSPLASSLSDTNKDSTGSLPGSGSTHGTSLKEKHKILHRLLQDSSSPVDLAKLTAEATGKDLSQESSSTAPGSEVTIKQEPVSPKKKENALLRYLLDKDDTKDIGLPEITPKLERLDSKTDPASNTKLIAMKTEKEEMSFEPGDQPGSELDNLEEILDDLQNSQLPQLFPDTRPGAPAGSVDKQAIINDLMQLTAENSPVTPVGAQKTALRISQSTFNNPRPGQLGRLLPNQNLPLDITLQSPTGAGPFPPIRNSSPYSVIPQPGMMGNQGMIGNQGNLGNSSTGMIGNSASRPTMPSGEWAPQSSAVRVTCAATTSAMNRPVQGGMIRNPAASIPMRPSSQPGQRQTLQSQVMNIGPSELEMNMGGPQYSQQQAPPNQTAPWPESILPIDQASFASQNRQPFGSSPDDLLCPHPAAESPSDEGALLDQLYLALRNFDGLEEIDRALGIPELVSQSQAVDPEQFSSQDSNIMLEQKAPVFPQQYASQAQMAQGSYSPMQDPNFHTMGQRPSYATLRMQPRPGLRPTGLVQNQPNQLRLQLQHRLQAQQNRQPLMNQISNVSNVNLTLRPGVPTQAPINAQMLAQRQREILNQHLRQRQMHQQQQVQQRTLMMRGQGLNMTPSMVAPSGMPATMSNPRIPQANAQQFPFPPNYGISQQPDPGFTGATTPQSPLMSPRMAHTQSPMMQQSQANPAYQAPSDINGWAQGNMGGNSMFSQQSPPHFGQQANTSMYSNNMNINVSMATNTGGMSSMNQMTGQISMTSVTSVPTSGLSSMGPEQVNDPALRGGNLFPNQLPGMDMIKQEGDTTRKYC
TRAIL sens C8: caspase-8 TRAIL sensitization; 360,000 compounds, 1% hits; AID 624354; NB7+C8 cells + TRAIL, ATPlite viability luminescence; inhibition (viability loss, TRAIL sensitization), % at 10 µM;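 active = compounds causing at least 50% loss of cell viability in the single-dose screen, relative to plate controls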
LRH-1 inv ag: NR5A2 inverse agonism in reporter assay; O00482; HEK293T StAR-luciferase reporter, LRH-1 transfected, 24 h; inhibition, % at 3.6 µM; 360,000 compounds, 0.13% hits;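 active = inhibition above the mean inhibition of all tested compounds plus 3 SD, cut at about 73% in these data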;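 note: 0% = DMSO wells and 100% = reporter-only cells lacking LRH-1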
LMP1 NFkB inh: Epstein-Barr LMP1 NF-kappaB reporter inhibition | inhibition, % at 12.5 µM | 350,000 compounds, 0.69% hits | LMP1-induced NF-kappaB luciferase reporter cells, luminescence; in the data active = inhibition above about 41%;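 note: 0% = neutral control wells and 100% = reference inhibitor control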
KKLEB tox: CF airway cell cytotoxicity counter-screen | KKLEB CF airway cells viability, ATPlite luminescence, overnight; hits give low values; cells stimulated with P. aeruginosa culture filtrate | 360,000 compounds, 0.36% hits | activity change (cytotoxicity), % at 5 µM;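 active = corrected activity change at or below -50% at 5 µM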
COUP-TFII inh: NR2F2 (human) inhibition, primary screen. inhibition, % at 8.6 µM. P24468. AID 686940. 370,000 compounds, 0.7% hits. HEK293T NGFI-A luciferase reporter, luminescence;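 active = inhibition above a per-plate cutoff, mean inhibition of test wells between control levels plus 3 SD, cut at about 38% in these data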;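 note: cells cotransfected with COUP-TFII expression vector driving the NGFI-A reporter; 0% = median of COUP-TF2 test wells and 100% = reporter-only cells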
TROY NFkB inh: blocks TROY-dependent signaling in reporter cells | Q293 LMP1-TROYcd NF-kB luciferase reporter, 4 h | inhibition, % at 10 µM | 360,000 compounds, 0.98% hits;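 active = compounds whose plate-normalised and pattern-corrected inhibition of the luciferase reporter signal at the single screening dose is 50% or more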
CF NFkB block: blocks PAF-induced NF-kB reporter in cystic fibrosis cells. KKLEB NF-kB-GFP reporter, GFP fluorescence overnight. inhibition, % at 5 µM. 360,000 compounds, 0.86% hits;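 active = at least 50% inhibition at 5 µM, scaled per plate between neutral and stimulator controls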;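 note: PAF is a Pseudomonas aeruginosa culture filtrate used as stimulus; plate controls were PAF-stimulated DMSO wells for no effect and unstimulated DMSO wells for full effect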
TWEAK-Fn14 inh: inhibitors of TWEAK-Fn14 interaction signaling; AID 1159606; 360,000 compounds, 2% hits; inhibition, % at 10 µM; TWEAK-stimulated Fn14 reporter cells, luciferase luminescence, 8 h; in the data active = inhibition above about 50%
SRC1 inh: inhibits human SRC1 coactivator | Q15788 | HEK293 GAL4-SRC1 luciferase reporter, luminescence | inhibition, % at 3.6 µM | 360,000 compounds, 0.12% hits | AID 588354;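 active = inhibition above the campaign mean plus 3 SD, with each screening campaign given its own cutoff, cut at about 60% in these data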;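 note: 0% = DMSO treated cells and 100% = gossypol at 36 µM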
The depositor's hits bear a star; x = no result given.

SMILES | NCOA3 inh | SRC2 inh | TRAIL sens C8 | LRH-1 inv ag | LMP1 NFkB inh | KKLEB tox | COUP-TFII inh | TROY NFkB inh | CF NFkB block | TWEAK-Fn14 inh | SRC1 inh
N#C/C(=C\Nc1ccc(Cl)cn1)S(=O)(=O)c1ccccc1 | 4.7 | -44.3 | -25.0 | 3.0 | 7.9 | 8.2 | -3.1 | -9.8 | -16.4 | -2.5 | -12.8
CCCn1c(=N)n(CC(=O)O)c2ccccc21 | -16.2 | 7.2 | -8.4 | -17.6 | 2.4 | -6.9 | 18.5 | -0.3 | -17.9 | 2.9 | 4.2
CC(C)C(c1nnnn1Cc1ccccc1)N1CCc2ccccc2C1 (centres undefined) | -11.2 | -11.7 | -0.3 | -5.8 | -10.8 | 7.6 | 9.8 | 7.4 | -1.7 | -4.7 | 7.3
O=C(CCc1nc2ccccc2c(=O)[nH]1)Nc1cc(C(F)(F)F)ccc1N1CCOCC1 | -1.7 | -26.9 | -5.8 | -1.1 | 4.1 | -15.2 | 16.4 | 13.7 | 22.6 | 1.4 | -16.9
Cc1ccc(S(=O)(=O)N2CCN(C(=O)Cn3cnc4c3c(=O)n(C)c(=O)n4C)CC2)cc1C | 3.3 | 5.2 | 16.4 | -12.2 | -6.6 | -4.6 | 4.6 | -16.3 | 11.6 | -7.3 | 14.8
Cc1ncoc1C(=O)N1CCCC(C(=O)c2cccc(C(F)(F)F)c2)C1 (centres undefined) | -0.6 | -1.7 | 4.8 | -16.1 | -2.6 | 0.9 | 17.4 | -7.7 | 4.3 | -22.8 | -21.0
CCOC(=O)COn1c(=O)c(-c2ccc(F)cc2)[n+]([O-])c2ccccc21 | 9.4 | -16.5 | -3.5 | 16.1 | -20.1 | -8.4 | -1.0 | -28.2 | -12.8 | 17.1 | 4.9
O=Cc1ccc(N2CCN(S(=O)(=O)c3ccc4c(c3)CC(=O)N4)CC2)cc1 | 1.0 | 3.1 | -27.2 | -21.2 | x | 0.8 | -18.2 | 1.4 | -15.2 | -28.9 | 1.4
CCn1cc(C(=O)NCc2ccccn2)c(=O)c2cc(F)c(N3CCN(C)CC3)cc21 | 33.4 | 0.0 | -4.0 | -6.4 | 4.7 | 3.1 | -4.6 | 4.9 | -5.1 | -19.4 | 4.5
Cc1sc(Cc2nc(O)cs2)nc1-c1ccccc1 | -0.1 | -9.1 | -5.0 | 7.5 | -2.8 | 5.9 | -3.7 | -5.5 | -30.6 | 12.2 | 14.6
Cc1ccc(S(=O)(=O)N2CCC[C@H]2C(=O)OCc2cc(=O)oc3cc(C)ccc23)cc1 | -26.6 | -5.2 | 10.8 | -5.0 | 1.7 | 13.1 | -5.2 | -19.4 | -7.6 | -2.5 | 3.0
O=C(CCNC(=O)c1ccc([N+](=O)[O-])cc1)Nc1ccccc1N1CCCCC1 | -2.6 | 19.1 | 9.3 | 15.6 | -1.3 | -0.9 | -7.5 | -4.5 | 2.5 | 12.6 | -6.9
CN(C(=O)COC(=O)c1cncc(Br)c1)C1CCCCC1 | -2.9 | 9.0 | -3.8 | 9.2 | -2.3 | 8.9 | -10.7 | -18.5 | -12.7 | -11.5 | 1.5
CCNc1ccc(C(=O)OCC(=O)N2c3ccccc3NC(=O)C2(C)C)cc1[N+](=O)[O-] | 7.1 | -15.7 | -3.2 | 4.1 | 3.5 | 14.3 | 15.1 | 10.8 | -18.8 | -2.2 | -16.4
O=C(O)c1ccc2c(c1)CC(c1ccccc1)OC2=O (centres undefined) | 4.2 | 8.0 | -8.1 | 1.8 | -4.1 | -15.6 | -14.6 | -15.8 | 2.1 | 19.2 | -7.2
O=c1c2c(nc3cc(-c4cccc(F)c4)[nH]n13)CCC2 | -83.9 | -41.9 | 22.4 | -147.4 | 0.2 | -4.3 | -45.9 | 10.5 | 9.7 | 42.7 | -190.4
CCOC(=O)N1CCN(C(=O)c2ccc(CNS(=O)(=O)c3ccc(NC(C)=O)cc3)cc2)CC1 | 16.7 | -0.1 | -8.1 | -10.1 | 2.8 | -8.2 | 9.8 | -9.3 | -1.0 | -8.5 | -8.3
CN1c2ccc(Cl)cc2C(=O)NC1c1ccc([N+](=O)[O-])s1 (centres undefined) | 20.9 | 19.4 | 7.2 | 20.6 | 19.5 | 4.6 | 7.0 | -1.4 | 15.0 | 15.4 | -15.8
Fc1ccccc1OCCCCCCN1CCCC1 | -32.0 | -11.0 | 24.5 | -21.2 | -2.4 | 16.0 | -1.6 | -12.5 | -18.2 | 8.4 | -22.0
CSc1ccc(CNC(=O)Cc2ccc(NC(=O)C3=C(C)OCCS3)cc2)cc1 | -60.3 | -43.6 | 58.8* | -108.3 | -15.9 | -26.9 | -82.4 | -19.9 | -0.5 | -6.9 | -74.6
COc1ccccc1-n1c(CNc2c(C)cccc2C)nnc1SCC(=O)N1CCOCC1 | -3.3 | 4.7 | 14.9 | 2.4 | -3.4 | -18.2 | 7.1 | -6.9 | 21.7 | -3.5 | -10.3
O=C(/C=C/c1ccccc1Cl)N1CCN(c2ncccn2)CC1 | 2.0 | -15.8 | 1.0 | -15.9 | 0.8 | 4.9 | 11.8 | -10.9 | 0.4 | -4.8 | -5.6
O=C(NCc1ccccn1)C1CCCN(S(=O)(=O)c2ccc(Br)cc2)C1 (centres undefined) | -31.3 | -12.4 | -4.1 | -7.2 | -4.9 | 0.7 | -5.0 | -3.5 | -8.5 | -3.1 | -8.1
O=S(=O)(c1ccccc1)c1cnc(-c2cccnc2)nc1-c1ccc(Cl)cc1Cl | 15.3 | 1.5 | 9.2 | 15.8 | 1.3 | -9.0 | 4.3 | -4.6 | 9.6 | 9.9 | 15.1
CCc1onc(C)c1C(=O)O | 0.9 | 22.6 | -8.8 | 0.3 | -1.1 | 7.3 | 5.2 | 6.0 | -8.9 | -4.9 | -2.1
CCOC(=O)CSc1nc2c([nH]c3ccccc32)c(=O)n1C | -5.6 | -5.8 | 4.1 | 12.9 | 5.4 | -25.0 | 6.5 | -8.5 | 7.8 | 17.8 | -20.9
O=C(N/N=C/c1cccc2ccccc12)c1cc2ccccc2o1 | 3.9 | -8.2 | 13.9 | 14.7 | 0.7 | -15.8 | -22.3 | -39.4 | -1.4 | -9.3 | 23.4
CC(C)(C)OC(=O)NC(Cc1ccccc1)C(=O)N1CCC(C(=O)NCC(=O)Nc2ccc(F)cc2)CC1 (centres undefined) | -9.5 | 1.7 | -2.5 | 15.7 | -4.0 | 6.8 | -7.2 | -20.5 | 9.2 | 22.8 | -27.4
COc1cc(C(=S)N2CCOCC2)ccc1OS(=O)(=O)c1ccc(C)cc1 | -7.9 | -20.5 | -9.8 | -2.7 | 4.7 | -2.0 | 12.2 | -6.8 | 2.2 | 7.4 | 5.1
CCN(c1ccccc1)S(=O)(=O)c1ccc(N)cc1 | 19.2 | -1.3 | -13.6 | 5.6 | -2.6 | -24.5 | 3.4 | -7.6 | 25.3 | -4.7 | -4.3
COc1ccc(CNC(=O)COC(=O)CNC(=O)c2sc3ccccc3c2Cl)cc1OC | 5.0 | 20.8 | -1.7 | -3.1 | -1.9 | -0.9 | 19.0 | 7.9 | 6.5 | -1.0 | -26.1
COc1ccc([N+](=O)[O-])cc1NC(=O)CCN1CCN(C)CC1 | -8.4 | -10.7 | 9.6 | 2.2 | -1.0 | 1.4 | 7.5 | -6.9 | -4.8 | -28.4 | -3.5
CC(C)CNC(=O)c1ccccc1-c1ccccc1C(=O)O | 13.8 | -4.7 | 16.1 | -1.0 | -7.7 | -5.3 | -0.1 | 8.4 | 0.7 | -18.5 | 0.0
COc1cc(C)ccc1OCCOc1c(Cl)cc(Cl)cc1Cl | 17.1 | -37.6 | 2.7 | 12.2 | 12.1 | -0.9 | -6.6 | -2.9 | -17.9 | -17.3 | 4.0
CCOc1cc(C(=S)N2CCCC2)ccc1OC(=O)Cc1ccc(F)cc1 | 2.3 | -35.4 | -0.9 | 0.9 | -13.6 | -21.1 | 15.8 | -7.5 | -4.1 | -3.6 | 2.5
O=C(COC(=O)C1CC2C=CC1C2)NCc1ccco1 (centres undefined) | 10.7 | -19.7 | 3.9 | -1.0 | -0.9 | 4.1 | 8.2 | 17.2 | -1.4 | -2.3 | 3.9

Sorted by value in TWEAK-Fn14 inh (largest number first): three of the compounds above.
Compound	TWEAK-Fn14 inh
COc1ccc(CNC(=O)COC(=O)CNC(=O)c2sc3ccccc3c2Cl)cc1OC	-1.0
O=C(COC(=O)C1CC2C=CC1C2)NCc1ccco1 (centres undefined)	-2.3
CCOc1cc(C(=S)N2CCCC2)ccc1OC(=O)Cc1ccc(F)cc1	-3.6

Additional records follow.
SMILES | NCOA3 inh | SRC2 inh | TRAIL sens C8 | LRH-1 inv ag | LMP1 NFkB inh | KKLEB tox | COUP-TFII inh | TROY NFkB inh | CF NFkB block | TWEAK-Fn14 inh | SRC1 inh
COc1ccccc1NC(=S)N1CCC(NC(=O)NC23CC4CC(CC(C4)C2)C3)CC1 | 0.2 | 9.2 | -2.8 | 11.3 | 1.9 | 1.0 | -5.8 | 5.2 | 2.9 | -1.1 | 14.2
Cc1nc2sccn2c1P(c1c(C)nc2sccn12)c1c(C)nc2sccn12 | -17.1 | -10.1 | -5.6 | 16.0 | 3.1 | -6.8 | -3.1 | -11.4 | 8.2 | 11.9 | 5.9
CCn1cc(C(=O)OCC(=O)c2ccccc2)c(=O)c2ccc(C)nc21 | 5.3 | -4.8 | -2.0 | 13.3 | -5.3 | -1.8 | 10.7 | 5.8 | 3.8 | -6.9 | -7.0
COc1ccccc1CCNC(=O)c1cccc(S(=O)(=O)N2CCc3ccccc3C2)c1 | 25.5 | 5.5 | -7.2 | 9.6 | -8.8 | -8.1 | 4.0 | -11.2 | -5.0 | -17.5 | -10.6
COc1cc(C=Cc2nnc3c4ccccc4cnn23)cc(OC)c1OC | -5.2 | -35.7 | -24.9 | -12.6 | -9.1 | 7.5 | -19.5 | -32.2 | -44.6 | -5.8 | -13.2
CC(C)(C)c1csc(NC(=O)Cc2cccs2)n1 | 2.8 | -5.5 | -50.9 | 20.6 | -4.5 | -8.2 | 1.2 | 0.9 | -2.7 | 5.3 | -5.8
COc1cc([N+](=O)[O-])cc(/C=N/NC(=O)CSc2ccccn2)c1O | -1.8 | 19.0 | 13.3 | 7.1 | 0.5 | 11.7 | 8.1 | 4.9 | -1.8 | -3.9 | 8.6
N#CC1(NC(=O)Cn2cc(C(F)(F)F)ccc2=O)CCCC1 | -14.8 | 5.6 | -11.5 | 13.4 | 3.0 | 9.3 | -8.6 | -2.3 | 7.2 | -15.5 | -6.9
COc1ccc2[nH]cc(CCN3C(=O)c4ccc(C(=O)O)cc4C3=O)c2c1 | -110.9 | -14.6 | -0.6 | -48.3 | -25.2 | -0.6 | 2.6 | -66.7 | -20.2 | -42.6 | -99.5
N#CC1=C(N)Oc2n[nH]c(-c3cccnc3)c2C1c1cc(F)ccc1F (centres undefined) | 7.8 | 7.1 | -13.5 | 2.7 | -2.7 | 0.7 | -3.4 | -5.0 | -5.7 | 16.3 | 10.3
CCn1c(SCC(=O)N/N=C/c2ccc(O)c(OC)c2)nc2ccccc21 | 3.8 | -8.0 | -4.5 | -2.4 | -0.8 | 2.0 | -0.1 | -4.3 | 17.1 | 16.4 | 2.9
COc1ccc(C(=O)Nc2ccc(S(=O)(=O)N3CCCCC3)cc2)cc1 | -3.6 | -8.0 | -4.3 | 2.2 | -2.9 | -1.1 | 10.2 | 17.6 | 4.4 | 30.0 | 6.0
